# High-throughput results as filed in PubChem BioAssay.
# Nrf2 ARE act: activates Nrf2 signaling. AREc32 ARE-luciferase reporter (MCF7-derived line), luminescence, 24 h. Potency, µM (titrated, usually from 46.1 µM), for the others: at the top dose activation, usual class: activators. 410,000 compounds, 0.31% hits; note: potency is the fitted concentration of half-maximal effect; % of control where 0% means no effect; nearly all actives have a fitted effect of over 65% in size
#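 Quantitative high-throughput format: AREc32 reporter cells, 1000 per well, received compound by pin transfer and were incubated 24 hr at 37 deg C, 5% CO2, before Steady-Glo luminescence detection.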
# ATXN2 expr inh: ATXN2 expression inhibition; Potency, µM (doses to about 57 µM), for the others: top-dose activity change, negative = inhibition, actives largely listed as inhibitors; AID 1745845; HEK-293 ATXN2-luciferase reporter, luminescence, 24 h; 360,000 compounds, 0.72% hits; note: potency is the fitted concentration of half-maximal effect; % is set by controls: 0 for no effect and ±100 for the full control effect; nearly all actives have a fitted effect of over 55% in size
#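 qHTS (up to 57 uM final) was run with 24 h compound exposure of reporter cells at 37 °C. Each well was multiplexed: SteadyGlo luminescence measured ATXN2-luciferase expression after a fluorogenic Gly-Phe-AFC viability readout (25 uM final).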
# A549 viability: counter-screen for Nrf2 inhibitors: cytotoxicity in A549 cells; A549 ARE-Fluc cells, CellTiter-Fluor viability, 18-24 h; Potency, µM (doses to about 46 µM), without a hit: top-dose activity change, negative = cytotoxicity, usual class: inhibitors; 390,000 compounds, 0.16% hits; note: potency is the fitted concentration of half-maximal effect; % is set by controls: 0 for no effect and ±100 for the full control effect
#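 Cytotoxicity counterscreen: CellTiter-Fluor fluorescence was measured in A549 ARE_Fluc cells after 18-24 h of compound exposure in a concentration series. The subsequent BugLite luminescent read reports ARE-luciferase activity.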
# TGFb SMAD3 inh: blocks TGF-b signaling | Potency, µM (doses to about 46.1 µM), without a hit: at the highest dose activity, negative = inhibition, most hits filed as inhibitors | AID 588855 | 410,000 compounds, 1.2% hits | HepG2 CAGA-GFP TGF-b/SMAD3 reporter, GFP fluorescence, 18 h; TGF-beta stimulated, 500 pg/mL final; note: potency is the fitted concentration of half-maximal effect; % is set by controls: 0 for no effect and ±100 for the full control effect; nearly all actives have a fitted effect of over 65% in size
#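 Per well, imaged GFP fluorescence of HEPG2 CAGA-GFP cells gives the signal; cells get compound, then TGF-beta (500 pg/mL final), 18 h at 37 degrees C; %Activity versus -TGF-beta and +DMSO controls.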
# HepG2 tox: HepG2 cytotoxicity, counter-screen for TGF-b inhibitors; Potency, µM (top dose mostly 46.1 µM), for the others: at the top dose activity change, negative = cytotoxicity, actives largely listed as cytotoxic; HepG2 CAGA-GFP viability, ATP luminescence, 18 h; 410,000 compounds, 0.76% hits; AID 588856; note: potency is the fitted concentration of half-maximal effect; some results filed as inactive show a strong effect at the top dose
#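 HepG2 CAGA-GFP cells (1000/well, DMEM with 1% FBS) received compound, then TGF-beta at 500 pg/mL final, and were incubated 18 hours at 37 degrees C. Viability was read by CellTiter-Glo luminescence. Media-only wells were set as complete cell-killing and DMSO as no toxicity.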
# IL2 activator: activates IL-2 in a cell-based reporter assay. IL-2 activation reporter assay, cell-based qHTS; stimulated with anti-CD3/CD4/CD28 beads; in transgenic mouse T cells. activation, % (series mostly up to about 46 µM). 360,000 compounds, 0.065% hits. AID 652025; in the data active = activation above about 50%; inconclusive = mostly about 30% to 49%; note: 0% is about no effect
#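 Using fluorescent plate cytometry, EGFP and DsRed are detected in transgenic mouse T cells stimulated 18 h at 37 degrees C with antibody-coated beads after 60 min compound pretreatment.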
# EPAC2 agonist: activates human EPAC2 exchange factor; Q8WZA2; EPAC2 activation, biochemical qHTS; response scale: 100% = 6.5 mM cAMP response; Potency, µM (top dose mostly 154 µM), inactives show top-dose activation, usual class: activators; 360,000 compounds, 0.079% hits; AID 720711; note: potency is the fitted concentration of half-maximal effect; nearly all actives have a fitted effect of over 50% in size
# Target sequence (Q8WZA2 whole entry, looked up): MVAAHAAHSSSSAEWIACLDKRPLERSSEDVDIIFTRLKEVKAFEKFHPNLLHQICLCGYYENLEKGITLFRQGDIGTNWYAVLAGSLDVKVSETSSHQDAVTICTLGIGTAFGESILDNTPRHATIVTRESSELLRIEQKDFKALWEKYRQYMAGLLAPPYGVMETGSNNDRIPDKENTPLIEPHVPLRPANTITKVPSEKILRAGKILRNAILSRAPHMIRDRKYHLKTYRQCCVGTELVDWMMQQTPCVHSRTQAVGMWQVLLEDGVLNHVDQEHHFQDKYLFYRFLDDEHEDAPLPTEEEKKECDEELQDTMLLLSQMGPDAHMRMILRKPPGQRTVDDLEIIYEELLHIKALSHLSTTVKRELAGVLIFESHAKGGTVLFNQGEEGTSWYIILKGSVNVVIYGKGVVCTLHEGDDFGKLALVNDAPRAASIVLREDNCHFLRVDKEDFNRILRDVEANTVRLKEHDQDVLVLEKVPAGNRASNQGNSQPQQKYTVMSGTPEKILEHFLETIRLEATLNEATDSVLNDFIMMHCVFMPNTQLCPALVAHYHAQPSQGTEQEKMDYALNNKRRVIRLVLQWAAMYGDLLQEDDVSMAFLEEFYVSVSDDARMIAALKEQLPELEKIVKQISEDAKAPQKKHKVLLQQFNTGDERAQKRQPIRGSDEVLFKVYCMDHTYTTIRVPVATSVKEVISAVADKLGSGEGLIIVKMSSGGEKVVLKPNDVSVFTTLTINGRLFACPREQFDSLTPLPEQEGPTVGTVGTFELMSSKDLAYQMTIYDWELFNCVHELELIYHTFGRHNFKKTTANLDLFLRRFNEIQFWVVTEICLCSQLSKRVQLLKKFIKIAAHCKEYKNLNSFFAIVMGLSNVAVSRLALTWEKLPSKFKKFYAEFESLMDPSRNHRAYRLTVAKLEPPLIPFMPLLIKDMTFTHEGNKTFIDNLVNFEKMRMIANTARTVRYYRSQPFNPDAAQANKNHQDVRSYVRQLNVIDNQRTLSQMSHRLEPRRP
#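 Compounds were added across a concentration range to EPAC2 (100 nM), RAP1B-BODIPY-GDP (250 nM) and GDP (50 uM). After 5 min at room temperature, fluorescence was recorded at 5-min intervals for 30 min.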
# ATXN viability: cell viability loss in ATXN counter-screen | Potency, µM (top dose mostly 56.7 µM), most hits filed as cytotoxic | S2 cells (HEK-293 line with an ATXN2-luciferase reporter) viability, CellTiter-Fluor protease fluorescence, 24 h | 400,000 compounds, 0.49% hits; note: potency is the fitted concentration of half-maximal effect; nearly all actives have a fitted effect of over 40% in size
# Nrf2 block: inhibitors of Nrf2 signaling. A549 ARE-Fluc reporter, luciferase luminescence, 18-24 h. Potency, µM (titrated, usually from 46 µM), inactives show top-dose activity change, negative = inhibition, actives largely listed as inhibitors. 360,000 compounds, 2.1% hits. AID 504444; note: potency is the fitted concentration of half-maximal effect; % is set by controls: 0 for no effect and ±100 for the full control effect; nearly all actives have a fitted effect of over 60% in size
#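 Concentration-response testing used A549 ARE_Fluc cells at 5000 cells/well. Following an 18-24 h compound incubation, viability was read by fluorescence (Ex 405/Em 525) and luciferase output by luminescence.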
# * marks the source's active call; other numbers are inactive results; i = inactive; u = inconclusive; x = not tested or not shown; & = joins results of further samples; [ ] = dose if it differs, or a comment. Unless noted, calls come from the whole dose curve; as a rule, active = well fitted curve in the direction sought with a large enough effect; inconclusive = small, poorly fitted or top-dose-only effect, or another doubt; inactive = no such curve, though single readings can be large; an effect the other way counts as inactive or inconclusive.
# Order of results – HepG2 tox, IL2 activator, A549 viability, EPAC2 agonist, ATXN2 expr inh, TGFb SMAD3 inh, Nrf2 block, ATXN viability, Nrf2 ARE act
NS(=O)(=O)c1cc2c(cc1Cl)NCNS2(=O)=O
 : 13%&-19%, -0.1, -7%&8%, -6%, 3%&9%&17%, 1%&-9%, -10%&20%, i, -0.4%
Cc1cc(-c2ccccc2)nc2[nH]n(-c3ccccc3)c(=O)c12
 : 3%, -1.0, -2%, 2%, x, 0%, 6%, x, -0.1%
COc1ccc(OC)c(NC(=O)c2cnn(-c3ccccc3Cl)c2NC(=O)c2ccco2)c1
 : 0%, 1.2, 2%, -2%, 1%, -19%, x, i, -0.7%
CCOc1ccc(NC(=O)COC(=O)CN2CCCCCC2=O)cc1
 : -18%, -0.2, 0%, 0%, 7%, 2%, 2%, u, 0.2%
CC(CC1CC(C)(C)OC1=O)C(=O)Nc1ccc([N+](=O)[O-])cc1 (stereo not given)
 : -4%, -0.3, 0%, 1%, 0%, 0%, 0%, i, -0.2%
O=C(NC(Cc1ccccc1)C(=O)O)/C(=C\c1ccccc1)NC(=O)c1ccc(Br)o1 (stereo not given)
 : 0%, -2.3, 5%, 11%, 7%, 1%, 14%, i, -0.5%
O=C(Nc1cc2c(cc1Cl)OCCO2)c1ccco1
 : -12%, -1.3, -3%, 8%, 47%[activator], -6%, u, i, u
COc1ccc(CN2CCCC(C(=O)N3CCCC3)C2)cc1 (stereo not given)
 : 4%, -1.7, 5%, 8%, x, -12%, 2%, x, 0.2%
CC(=O)NC1CCN(C(=O)N2CCCC2)CC1
 : -3%, -0.3, -2%, 1%, 2%, -7%, 4%, i, -0.3%
CCCCCCCCN1C(=O)[C@H](CC(=O)N2CCN(C(=O)C3CC3)CC2)C[C@@]2(C(=O)OCC)CCCC=C12
 : x, 0.5, x, -3%, u, x, x, 14µM*, 7.1%
O=c1[nH]cc(S(=O)(=O)N2CCN(c3cccc(C(F)(F)F)c3)CC2)c(=O)[nH]1
 : 0%, 1.1, 1%, -1%, 2%, 16%, 11%, i, -0.7%
CCOC(=O)N1CCN(c2ccc(S(=O)(=O)N3CCC(C)CC3)cc2[N+](=O)[O-])CC1
 : -11%, -0.5, -2%, 8%, x, u, 18µM*, u, 0.4%
O=S(=O)(c1ccc(F)cc1)N(CCO)CC(O)Cn1c2ccccc2c2ccccc21 (stereo not given)
 : -67%, -2.5, -8%, 18%, -22%, u, u, i, 7.0%
CCN(C(=O)Cn1c(SCC(=O)Nc2ccc(OC)cc2)nc2ccccc21)c1cccc(C)c1
 : -15%, x, 0%, x, -11%, -13%, x, u, -0.3%
O=C(CCCN1C(=O)c2ccccc2C1=O)Oc1ccc(F)cc1
 : -1%, -1.3, 0%, 10%, -7%, 2%, -6%, i, -0.4%
CCOC(=O)c1cccc(NC(=O)CSc2nnc(COc3ccc(Cl)cc3)o2)c1
 : -19%, 0.8, 3%, -2%, -7%, 12%, 4%, u, -0.8%
O=C(NCN1CCc2ccccc2C1)c1ccccc1
 : 0%, -3.5, -1%, 10%, -4%, -11%, 7%, i, 0.1%
O=C(NCCSCc1ccco1)c1ccc(=O)[nH]c1
 : -11%, -0.5, -1%, 19%, -4%, 6%, 2%, i, 4.3%
Cc1ccc(C)c(NC(=O)CCCCCN2C(=O)[C@@H]3Cc4ccccc4CN3C2=O)c1
 : 7%, -0.6, 4%, 3%, -6%, 16%, -8%, i, 0.0%
COc1cccc(OCc2nnc(SCC(=O)NCc3ccco3)n2C)c1
 : -14%, 1.0, -4%, 4%, 3%, -5%, 2%, i, -0.2%
Cc1ccc(-c2nnc3n2N=C(c2ccc(Br)cc2)CS3)cc1
 : -17%, -1.4, -7%, 7%, -6%, -4%, -15%, i, 2.2%
O=C(COC(=O)c1ccncc1)NCCCc1ccccc1
 : 3%, -2.8, -1%, -2%, x, 8%, 24%, u, 0.0%
Cc1sc2ncn(CC(=O)Nc3ccc(C(F)(F)F)cc3)c(=O)c2c1S(=O)(=O)N1CCN(C)CC1
 : -27%, x, u, x, -3%, 28%, -10%[9.27 µM], i, 12%
Cc1ccc(N/C=C2\CCCCC2=O)c(C)c1
 : -15%, -2.1, -1%, 8%, 0%, -11%, 8%, i, 4.9%
COc1ccccc1N(C)S(=O)(=O)c1ccc(C(=O)N(C)Cc2cccc(OC)c2OC)cc1
 : 3%, -3.8, x, 4%, x, 2%, x, i, -0.4%
Cc1cc(C(F)(F)F)n2ncc(-c3ccccc3)c2n1
 : -10%, -1.6, -8%, 1%, -3%, -5%, 9%, i, 4.4%
Cc1[nH]c2ccccc2c1C(=O)COC(=O)c1ccccc1O
 : -1%, 0.0, -11%, 15%, 16%, 1%, -4%, i, 4.2%
N/C(=N\OC(=O)c1ccoc1)c1ccc(Br)cc1
 : 4%, 1.5, -1%, 7%, 18%, -18%, u, i, u
CCNC(=S)NNC(=O)c1cccnc1
 : 7%, -1.9, 0%, 2%, -3%, 18%, -16%, i, -0.1%
O=C(CCSc1ccc(Cl)cc1)N1CCOCC1
 : 1%, -1.0, -1%, -10%, 39%, 10%, 9%, i, -0.7%

# Whole records, looked up by structure. Screens in order: HepG2 tox | IL2 activator | A549 viability | EPAC2 agonist | ATXN2 expr inh | TGFb SMAD3 inh | Nrf2 block | ATXN viability | Nrf2 ARE act
# Cc1cc(C(F)(F)F)n2ncc(-c3ccccc3)c2n1 across the screens: -10% | -1.6 | -8% | 1% | -3% | -5% | 9% | i | 4.4%
# Cc1cc(-c2ccccc2)nc2[nH]n(-c3ccccc3)c(=O)c12 across the screens: 3% | -1.0 | -2% | 2% | x | 0% | 6% | x | -0.1%

# Later entries
# Order of results – HepG2 tox, IL2 activator, A549 viability, EPAC2 agonist, ATXN2 expr inh, TGFb SMAD3 inh, Nrf2 block, ATXN viability, Nrf2 ARE act
COCCn1c(Cc2ccccc2)nnc1SCC(=O)N1CCCCC1C (stereo not given)
 : 0%, -0.4, 1%, 9%, -3%, 7%, -11%, i, -0.6%
O=C(Nc1ncccn1)C1CCCCC1
 : 1%, 0.8, 0%, -4%, -13%, 11%, -10%, i, 0.1%
COc1ccc(OC)c(C2C(C(=O)Nc3ccccc3OC)=C(C)Nc3c(C(=O)Nc4ccc(F)cc4)cnn32)c1 (stereo not given)
 : -27%, x, -5%, x, x, u, 21%, x, 5.0%
CCOC(=O)N1CCN(S(=O)(=O)N2CCCC(C(=O)NCCc3ccccc3)C2)CC1 (stereo not given)
 : -8%, -2.5, 2%, 4%, -12%, 1%, -19%, i, -0.1%
Cc1ccccc1-c1nnc(SCC(=O)c2c(N)n(C3CC3)c(=O)[nH]c2=O)o1
 : -13%, 1.7, 0%, 4%, x, 5%, -2%, i, 0.6%
Cc1cc(=O)oc2cc(OC(C)C(=O)Nc3ccc(N4CCOCC4)cc3)ccc12 (stereo not given)
 : 4%, -1.9, -8%, 0%, 8%, 12%, x, i, -0.8%
CC(C)C(=O)NC(=S)Nc1ccc(S(=O)(=O)NC2CCCCC2)cc1
 : -25%, -3.2, -2%, 12%, -30%, -19%, u, u, 0.0%
COC(=O)c1cccc(Cn2nc(C)c([N+](=O)[O-])c2C)c1
 : 0%, 0.2, 0%, -3%, -12%, -4%, u, i, -0.5%
CCOC(=O)CSc1nc2sc3c(c2c(=O)n1-c1ccc(OC)cc1)CC(C(C)C)OC3 (stereo not given)
 : -5%, x, -4%, x, 4%, 0%, 7%, i, -0.1%
CCc1nnc(NS(=O)(=O)c2ccc(NCc3cc(Cl)cc(Cl)c3O)cc2)s1
 : -27%, 1.3, u, 2%, 3%, -19%, u, i, 4.5%
Cc1cc2occ(CC(=O)N(CC(C)C)c3c(N)n(Cc4ccccc4)c(=O)[nH]c3=O)c2cc1C
 : 0%, -2.5, -9%, -18%, -12%, -2%, -6%, i, 0.2%
Cc1ccc(CNC(=O)c2cnn3c(C)c(Cc4c(F)cccc4Cl)c(C)nc23)cc1
 : -11%, x, 5%, x, -26%, 10%, x, u, -1.0%
COC(=O)c1sc(NC(=O)c2ccc([N+](=O)[O-])o2)c(C#N)c1C
 : -54%, -0.6, 21%, 7%, x, 4.5µM*, u, u, u
CCOc1cccc(NC(=O)c2cccc(F)c2)c1
 : -17%, -0.5, -1%, 7%, -17%, -5%, 1%, i, 3.8%
COc1ccccc1C(=O)Nc1cccc(C(=O)OCc2cc(=O)n3nc(C4CC4)sc3n2)c1
 : -3%, x, 1%, x, 12%, 2%, x, i, 1.7%
O=C(Nc1ccc(F)c(Cl)c1)C1CCN(S(=O)(=O)c2ccc3[nH]c(=O)ccc3c2)CC1
 : -19%, x, -4%, x, -14%, 1%, x, i, 4.6%
Cc1ccc(COC(=O)c2ccc(-c3nnn(Cc4ccc(C)cc4)n3)cc2)cc1
 : -3%, x, -3%, x, 3%, 5%, 5%, i, -1.1%
O=C(O)c1ccccc1C(=O)Nc1ccc(Nc2ccccc2)cc1
 : -29%, 0.3, x, 2%, x, -19%, x, i, -0.9%
CCCN1CNC(=S)N(c2cc(C)ccc2C)C1
 : -11%, -1.4, x, 12%, -7%, -16%, 3%, i, -0.1%
O=C(CSc1nc(-c2ccccc2)c(-c2ccccc2)o1)NCCCO
 : -22%, -1.3, 15%, 6%, -14%, -9%, 13%, i, 0.3%

# Copied from the list:
# Result of O=C(Nc1ccc(F)c(Cl)c1)C1CCN(S(=O)(=O)c2ccc3[nH]c(=O)ccc3c2)CC1 under Nrf2 ARE act: 4.6%
# Result of CCOC(=O)N1CCN(S(=O)(=O)N2CCCC(C(=O)NCCc3ccccc3)C2)CC1 (stereo not given) under ATXN2 expr inh: -12%
